Exocytosis inh – LAMP-1 surface exposure blockers, TALL-104 cells – cell-based, flow cytometry, MLPCN library, primary screen; TALL-104 LAMP-1 surface exposure; cells stimulated with thapsigargin and PMA; inhibition, % at 10 µM; actives 0.66% (n = 360,000);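 active = inhibition above about 55%, limit read from the data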
ABCB6 inh 2 – ABCB6 transporter inhibitors, primary screen, K562-ABCB6 cells, flow cytometry, MLPCN library. K562-ABCB6 porphyrin accumulation, 1 h; hits give low values. fluorescence ratio to DMSO, % at 10 µM. actives 0.19% (n = 360,000);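 active = fluorescence ratio to DMSO below 75%, the collection mean minus 3 SD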;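 also: signal is porphyrin accumulated inside mitochondria; 100% equals median channel fluorescence of DMSO control wells; lower ratio means ABCB6 inhibition with less porphyrin fluorescence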
MC4R antagonist – MC4R antagonists of cAMP signaling, primary screen, cell-based, TR-FRET, antagonist arm of biased-ligand search; MC4R-expressing cells, MTII-stimulated cAMP, LANCE TR-FRET; actives 0.48% (n = 360,000); inhibition, % at 6.5 µM;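 active = inhibition above its plate's cutoff, the mean of tested wells on that plate plus 3 SD, cut at about 29% in these data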;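 also: 0% = Melanotan II alone and 100% = Melanotan II plus saturating MCL0020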
Target sequence (P32245 whole entry, looked up): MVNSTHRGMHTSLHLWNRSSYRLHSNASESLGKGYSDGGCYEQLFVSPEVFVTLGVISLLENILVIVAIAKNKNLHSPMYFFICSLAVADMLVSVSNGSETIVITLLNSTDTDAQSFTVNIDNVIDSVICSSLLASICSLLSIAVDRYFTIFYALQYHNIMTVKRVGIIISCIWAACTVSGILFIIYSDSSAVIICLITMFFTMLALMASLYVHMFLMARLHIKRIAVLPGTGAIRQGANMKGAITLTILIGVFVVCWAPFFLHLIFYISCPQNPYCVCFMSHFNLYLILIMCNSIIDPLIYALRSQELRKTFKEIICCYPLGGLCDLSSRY
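system = U2OS cells with stable human MC4R expression | also added = Melanotan II challenge after compound preincubation | dosing = one concentration, 6.5 µM nominal | incubation = compound 30 min, challenge 1 h, detection 1 h | measured by = TR-FRET with Eu-cAMP and labeled anti-cAMP, 671 nm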
NOD2 RIPK2 PPI – NOD2-RIPK2 binding disruptors in cells, primary screen, fluorescence, CHO cells, BLA complementation. actives 0.38% (n = 360,000). inhibition, % at 4.98 µM. CCF4 ratio. AID 624267, 2012; in the data active = inhibition above about 21%;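 also: 0% = vehicle only and 100% = reference blocker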
Target sequence (O43353 whole entry, looked up): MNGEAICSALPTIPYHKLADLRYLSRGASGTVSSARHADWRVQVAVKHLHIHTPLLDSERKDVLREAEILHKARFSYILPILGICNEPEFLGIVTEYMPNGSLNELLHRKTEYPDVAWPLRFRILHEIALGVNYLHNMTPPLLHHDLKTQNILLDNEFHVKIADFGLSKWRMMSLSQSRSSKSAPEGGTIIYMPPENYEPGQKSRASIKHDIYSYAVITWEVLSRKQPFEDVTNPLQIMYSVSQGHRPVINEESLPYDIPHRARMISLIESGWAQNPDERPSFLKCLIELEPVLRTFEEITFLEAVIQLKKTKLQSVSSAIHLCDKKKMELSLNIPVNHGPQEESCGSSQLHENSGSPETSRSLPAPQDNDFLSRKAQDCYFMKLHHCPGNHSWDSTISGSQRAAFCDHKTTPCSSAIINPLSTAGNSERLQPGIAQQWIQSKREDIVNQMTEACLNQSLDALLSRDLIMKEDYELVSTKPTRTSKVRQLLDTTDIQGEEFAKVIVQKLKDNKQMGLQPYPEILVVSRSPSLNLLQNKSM
Vif imaging – HIV Vif self-association inhibitors, primary screen, imaging, HEK293T, single point; HEK293T cells, Vif self-association by quenched fluorescence, 24 h; inhibition, % at 7.49 µM; actives 0.35% (n = 340,000); in the data active = inhibition above about 50%, passing the limit was not always enough; also: some results filed as inactive read as strong as hits
aDG glyco up – activators of alpha-DG glycosylation, primary screen, uHTS, Pro5-aDG cells, AlphaScreen. alpha-DG glycosylation AlphaScreen (IIH6); 0% Pro5, 100% B10-LARGE cell signal. activation, % at 10 µM. actives 0.22% (n = 360,000);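 active = activation of at least 8% versus controls, or a plate z-score of at least 8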;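 also: Pro5 are CHO cells carrying HIG-tagged alpha-DG that lacks glycosylation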
ABHD5 PLIN5 PPI – ABHD5-PLIN5 interaction inhibitors, primary screen, cell lysate, split luciferase complementation, luminescence. Perilipin-5 (Homo sapiens) + 1-acylglycerol-3-phosphate O-acyltransferase ABHD5 (Homo …. Split G. princeps luciferase complementation, 4 h. inhibition, % at 4 µM. actives 0.78% (n = 360,000);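 active = inhibition above the mean inhibition across every tested compound plus 3 SD, cut at about 22% in these data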;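 also: 0% = DMSO only wells and the 100% control is not disclosed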
MC4R ag barr – MC4R agonists recruiting beta-arrestin, primary screen, cell-based, luminescence, agonist arm of biased-ligand search; actives 0.98% (n = 360,000); U2OS MC4R beta-arrestin complementation; percent of melanotan II response, DMSO zero; AID 540308, 2011; Melanocortin receptor 4 (Homo sapiens), P32245; activation, % at 8.9 µM;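 active = activation above a per-plate cutoff, the mean activation of sample wells on that plate plus 3 SD, cut at about 8% in these data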
TLR9-MyD88 inh – inhibitors of TLR9-MyD88 association in cells, primary screen, cell-based, CHO, BLA complementation, fluorescence; Toll-like receptor 9 (Homo sapiens) + Myeloid differentiation primary response protein …; CCF4 FRET ratio; inhibition, % at 4.98 µM; actives 0.21% (n = 340,000); AID 504734, 2011;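 active = inhibition above the mean over all tested compounds plus 3 SD, cut at about 21% in these data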;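 also: 0% = DMSO only wells and 100% = clavulanate BLA inhibitor control wells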
N-glyco inh – increase of ERlucT glycosylation luciferase signal, primary screen, N-linked glycosylation inhibitor project, D54 ERlucT cells, luminescence, set 2. D54 ERlucT glycosylation luciferase reporter, 24 h; percent of 100 nM tunicamycin response. reporter increase, % at 12.5 µM. actives 0.23% (n = 360,000). AID 588692, 2011;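 active = mean luciferase reporter signal, scaled so untreated is 0 and the glycosylation-blocking control 100, at or above a set limit in every replicate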;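 also: luciferase carries N-glycosylation sites so blocking glycosylation raises the light; 0% = median of neutral control wells and 100% = median of 100 nM tunicamycin wells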
Active calls of the source: *; · = not tested or not shown. This is a subset; the hit share may differ from the screen's.

No.	MC4R ag barr	N-glyco inh	NOD2 RIPK2 PPI	ABCB6 inh 2	Exocytosis inh	TLR9-MyD88 inh	aDG glyco up	Vif imaging	ABHD5 PLIN5 PPI	MC4R antagonist	Structure
1	1.2	-6	33*	102	5	4	0.2	5	-5	2	CCOc1ccc(CNC(=O)c2ccc(Sc3ccc(Cl)cc3)c(NC(C)=O)c2)cc1
2	-4.8	-2	1	97	8	-1	0.5	12	-1	15	C=CCn1c(-c2ccc(F)cc2)n[nH]c1=S
3	-0.5	1	-9	91	2	-11	0.0	-3	5	9	O=C(CN(Cc1ccc2c(c1)OCO2)C(=O)CNS(=O)(=O)c1ccccc1)NCC1CCCO1 (configuration not stated)
4	-0.4	-3	12	86	11	-15	0.1	-3	2	2	COc1ccc(C(=O)C2CCN(C(=O)c3ccc(OC)cc3)CC2)cc1
5	-2.0	2	0	100	1	2	0.4	-4	1	4	C[C@H](CO)N1C[C@H](C)[C@@H](CN(C)Cc2ccccc2C(=O)O)OCc2cnnn2CCCC1=O
6	-3.1	1	-2	100	-4	-11	0.1	-3	-1	8	O=C(Nc1ccc(S(=O)(=O)NC2=NCCCCC2)cc1)c1ccccc1Cl
7	-1.0	1	2	98	20	-22	0.3	·	-4	7	COc1ccc(NC(=O)CN(C)CCOc2ccc(Cl)cc2)cc1OC
8	-1.1	0	7	102	9	-3	0.0	3	2	-3	Cc1nn(-c2nnc(C)c(=O)[nH]2)c(C)c1SCC(=O)Nc1ccc(F)cc1
9	-2.0	-2	2	102	-2	4	-0.3	-2	-1	4	Cc1cc(N)n(-c2ccc(Oc3ccccc3)c(S(=O)(=O)O)c2)n1
10	-1.4	1	-4	90	-3	-6	0.0	-3	5	-5	CCOC(=O)CCC(=O)NCc1ccc2[nH]c(C)cc2c1
11	-3.3	5	-14	99	-3	0	0.6	-10	-13	2	CC(=O)Oc1cccc(N2C(=O)CC(Nc3ccc(N4CCOCC4)cc3)C2=O)c1 (configuration not stated)
12	0.6	-2	-10	99	-1	0	-0.2	-1	2	5	CC(CN1CCOCC1)OC(=O)c1cccs1 (configuration not stated)
13	1.6	-5	-11	100	3	0	0.8	28	-2	3	CSc1nc2ccccc2nc1N(C)S(=O)(=O)c1ccc(C)cc1
14	-0.4	0	-10	100	-4	1	0.0	·	-10	-1	C[C@H](CO)N1C[C@H](C)[C@@H](CN(C)C(=O)Nc2ccnc(N3CCOCC3)c2)OCc2cnnn2CCCC1=O
15	20*	-1	-16	100	-2	-14	0.7	4	0	5	COc1cccc2cc(C(=O)c3ccc([N+](=O)[O-])cc3)oc12
16	-2.7	0	6	104	9	8	0.2	-8	3	2	Fc1ccccc1OCCSc1ncnc2nc[nH]c12
17	-0.6	-4	-7	102	-3	5	0.0	-4	2	8	O=C(Nc1ccc2[nH]ncc2c1)c1ccccc1Br
18	-0.7	-1	-13	98	2	9	-0.1	-1	-9	3	CCC1Oc2ccccc2N(CC(=O)N2CCCC2)C1=O (configuration not stated)
19	-0.9	2	-10	95	-8	-8	0.1	-2	-12	16	O=c1cc(Cn2ccnc2)c2cc(O)ccc2o1
20	1.1	4	-7	98	-8	7	0.5	-1	2	3	O=C(O)c1nccnc1C(=O)NCCc1c[nH]c2ccccc12
21	-2.6	0	8	100	5	-3	0.1	11	7	11	COc1ccc(CNC(=O)CNS(=O)(=O)c2cccs2)cc1
22	0.0	0	4	101	-2	9	-0.3	-4	-2	2	COc1ccccc1N(CC(=O)NCCSc1ccccc1)S(C)(=O)=O
23	0.0	-3	1	95	-2	-1	-0.2	·	7	0	C=CCn1c(=NC(=O)CN2C(=O)CCC2=O)sc2cccc(OC)c21
24	3.6	3	7	101	-1	1	0.3	12	3	6	COc1ccccc1OCCNS(=O)(=O)c1ccc2oc3ccccc3c2c1

An excerpt from above in order of count of non-hydrogen atoms, highest first:
No.	MC4R ag barr	N-glyco inh	NOD2 RIPK2 PPI	ABCB6 inh 2	Exocytosis inh	TLR9-MyD88 inh	aDG glyco up	Vif imaging	ABHD5 PLIN5 PPI	MC4R antagonist	Structure
14	-0.4	0	-10	100	-4	1	0.0	·	-10	-1	C[C@H](CO)N1C[C@H](C)[C@@H](CN(C)C(=O)Nc2ccnc(N3CCOCC3)c2)OCc2cnnn2CCCC1=O
24	3.6	3	7	101	-1	1	0.3	12	3	6	COc1ccccc1OCCNS(=O)(=O)c1ccc2oc3ccccc3c2c1
20	1.1	4	-7	98	-8	7	0.5	-1	2	3	O=C(O)c1nccnc1C(=O)NCCc1c[nH]c2ccccc12

(cont.)
No.	MC4R ag barr	N-glyco inh	NOD2 RIPK2 PPI	ABCB6 inh 2	Exocytosis inh	TLR9-MyD88 inh	aDG glyco up	Vif imaging	ABHD5 PLIN5 PPI	MC4R antagonist	Structure
25	0.3	0	-1	95	4	1	0.1	·	-2	-1	CCOc1ccc(NC(=O)CCC(=O)OC)cc1
26	-2.2	0	-9	102	-7	3	-0.1	2	-13	13	COc1ccc(NC(=S)N2CCc3ccccc3C2)cc1OC
27	0.0	1	8	99	-10	3	0.4	10	-3	3	COc1ccc2[nH]c(=O)c(CN(C(C)=O)c3cc(C)ccc3C)cc2c1
28	-4.5	1	-3	94	9	-7	0.0	3	-6	8	COc1ccc(Cl)cc1NC(=S)Nc1cccnc1
29	0.9	-1	0	102	4	3	0.0	-4	-4	19	C/C(=C\c1ccccc1F)C(=O)c1c(C)cc(C)[nH]c1=O
30	-1.6	-3	4	89	38	7	-0.4	11	-2	15	COC(=O)COc1cccc(/C=N/NC(=O)CCSc2ccccc2)c1
31	0.2	0	-3	92	-1	-5	-0.2	0	-3	11	O=C(c1cc2nc(-c3ccco3)cc(C(F)(F)F)n2n1)N1CCN(c2ccccc2)CC1
32	-0.5	1	-3	92	-4	1	0.0	-2	-6	9	CC(C)=C1C2CCC1C(C(=O)NCc1ccccc1)C2C(=O)O (configuration not stated)
33	-1.0	0	-2	95	3	-3	0.0	-4	-5	-1	CS(=O)(=O)N(CC(=O)N1CCN(c2cccc(Cl)c2)CC1)c1cccc(F)c1
34	-1.4	0	-9	96	0	-6	-0.2	-7	2	2	CCNC(=S)N1CCCC(c2nc3ccc(C)cc3[nH]2)C1 (configuration not stated)
35	1.1	3	-3	109	-5	3	0.0	6	4	7	CSc1nc2nc3c(c(=O)n2[nH]1)CCC3
36	-3.0	2	6	101	-5	-6	-0.1	1	7	-3	O=C(Cn1cc(C(F)(F)F)ccc1=O)N1CCc2ccccc21
37	·	·	7	98	-10	·	-0.2	·	9	·	O=C1NC[C@@H](CCCCN2C[C@H](Cc3ccc(O)cc3)N(CCc3ccccc3)C(=O)C2=O)N(CCC2CCCCC2)C1=O
38	2.3	4	-4	95	12	-1	0.0	-4	-2	-4	Cc1cc(C[n+]2cc(Br)ccc2N)c2ncccc2c1
39	1.2	-1	0	100	8	3	-0.1	-2	-7	13	COc1ccc(-c2nc(CS(=O)(=O)CC(=O)NC3CCC(C)CC3)c(C)o2)cc1 (configuration not stated)
40	-2.2	9	-6	109	2	-17	-0.2	-2	4	7	Cc1cc(C)c2cccc(N)c2n1
41	-2.2	3	-11	101	2	-1	-0.1	11	2	1	FC(F)(F)c1nnc2sc(-c3ccncc3)nn12
42	-2.5	-4	-5	99	5	6	-0.1	-21	6	-35	CCOC(=O)N1CCc2c(sc3nc[nH]c(=O)c23)C1
43	-2.6	-1	0	98	3	-2	0.1	·	8	9	O=C(Nc1ccccc1)c1cccc(N2C(=O)C3C4CC(C(Br)C4Br)C3C2=O)c1 (configuration not stated)
44	1.0	1	-2	97	-1	5	-0.5	6	1	9	COc1ccc(-n2nc(C(=O)Nc3ccc(OC)c(OC)c3)c3c4ccccc4n(C)c3c2=O)cc1
45	0.4	-1	3	103	-1	-1	-0.1	1	1	3	CC(C)[C@H]1CN(C)CCN1Cc1cn(C)nc1-c1cccc(Cl)c1
46	0.2	0	-15	101	-4	2	0.0	-4	3	15	COC(=O)NNC(=O)COc1cc(C)c(Br)cc1C(C)C
47	-2.8	2	5	99	2	4	-0.1	5	-3	0	O=C(CCc1ccc(S(=O)(=O)N2CCOCC2)cc1)Nc1nccs1
48	1.9	1	-2	101	-8	-9	-0.1	15	-7	-2	CCN(CC)Cc1c(O)ccc2c(=O)c(-c3ccccc3)coc12
49	0.5	0	2	105	-1	-2	0.4	3	-8	4	COc1ccccc1NC(=S)NNC(=O)c1ccccc1Br
50	-0.1	6	-6	81	-14	6	-0.1	-5	-3	-1	O=C(CCc1c[nH]c2ccccc12)OCC(=O)c1ccccc1
51	-2.3	2	7	94	2	-4	-0.1	-5	-4	-4	COc1cc(C(=O)N/N=C/c2cccc(Oc3ccccc3)c2)ccc1O
52	-0.3	1	-16	88	6	0	0.2	-12	5	2	COc1ccc(OC)c(NC(=O)CSc2ccc(-c3ccco3)nn2)c1
53	-0.5	-14	10	104	52	7	-0.7	1	32*	-6	COc1ccccc1-c1cc(C(=O)NC2CCN(C)CC2)c2ccc(Cl)c(C)c2n1
54	0.2	-1	-7	106	-1	4	0.2	1	0	28	N/C(Cn1cncn1)=N\OC(=O)c1ccc(Cl)cc1
55	-0.4	1	-12	95	-6	-18	0.1	·	1	-4	O=C(CCc1nc(-c2ccccc2F)no1)NCc1ccco1
56	2.2	1	3	94	0	-4	1.3	-10	-16	3	Cc1ccnc(N2C(=O)c3ccccc3C2Nc2ccccc2Cl)c1 (configuration not stated)

Assay outcomes from PubChem.
